# Screens deposited in PubChem BioAssay by several laboratories.
# Rin1 Abl inh: blocks binding of human Rin1 to Abl; AID 588664; 0.4% of 360,000 active; P00519+Q13671; TR-FRET Rin1/Abl binding, biochemical; inhibition, % at 7.35 µM; in the data active means inhibition above about 5%, passing the limit was not always enough
# CendR NRP1 mod: alters CendR peptide binding to human NRP-1 | AID 602438 | FAM-RPARPAR peptide binding to NRP-1, fluorescence polarization | O14786 | inhibition, % at 25 µM | 0.85% of 360,000 active;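 active means inhibition or corrected inhibition above about 18%, plus a signal ratio from 0.5 to 1.5, limit read from the data, passing the limit was not always enough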; further: strong numbers were not always called active
# SKN-1 block: blocks SKN-1 activity in C. elegans; inhibition, % at 21.8 µM; 0.49% of 360,000 active; C. elegans VP596 Pgst-4::GFP/RFP ratio, acrylamide-induced, 24 h;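 active means interference check ratio from 0.5 to 1.5 plus GFP to RFP signal ratio inhibition reaching or exceeding a fixed threshold, cut at about 30% in these data, passing the limit was not always enough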; further: some compounds called inactive have numbers as strong as hits
# bovine MsrA act: bovine methionine sulfoxide reductase A activation | 0.3% of 360,000 active | purified bovine MsrA, absorbance read-out | activation, % at 10.6 µM; in the data active means activation above about 7.5%;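 further: 0% = vehicle and 100% = reference activator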
# MT1-MMP act inh: inhibitors of human MT1-MMP activation | 0.061% of 360,000 active | P50281 | HT1080 RFP-PRO-GFP cells, GFP/RFP ratio fluorescence, overnight; percent of plate control window, DMSO zero | AID 651647 | GFP/RFP ratio change, % at 20 µM;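 active means GFP/RFP ratio change of at least 30% with cell ATP level not reduced by more than half and red fluorescence within 50% of control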; further: strong numbers were not always called active
#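 Compound: 20 µM single dose, 1% DMSO / System: HT1080 RFP-PRO-GFP cells / Controls: DMSO and RFP-L50D-GFP cell wells / Read-out basis: GFP/RFP fluorescence ratio / Schedule: overnight compound exposure at 37 °C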
# Neddyl block: inhibitors of human cullin neddylation; P61081+Q13564; TR-FRET cullin neddylation, biochemical; calls only at 25 µM; 0.58% of 360,000 active; AID 651699; in the data active means inhibition above about 36%
# PABP1 MLLE inh: blocks PAM2 peptide binding to the PABP1 MLLE domain; P11940; GST-MLLE / FITC-PAM2 fluorescence polarization; inhibition, % at 20 µM; 0.36% of 360,000 active; AID 588489; in the data active means inhibition above about 35%, passing the limit was not always enough;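 further: plate controls were DMSO wells with GST-MLLE for no effect and wells lacking GST-MLLE protein for full effect; some results filed as inactive read as strong as hits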
# E coli Lon inh: inhibitors of E. coli Lon protease. 0.42% of 360,000 active. P0A9M0. inhibition, % at 7.94 µM. AID 602123. purified E. coli Lon protease, fluorescence polarization; in the data active means inhibition above about 13%, passing the limit was not always enough;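 further: 0% = enzyme with probe and DMSO and 100% = no enzyme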
# Target sequence (P0A9M0 whole entry, looked up): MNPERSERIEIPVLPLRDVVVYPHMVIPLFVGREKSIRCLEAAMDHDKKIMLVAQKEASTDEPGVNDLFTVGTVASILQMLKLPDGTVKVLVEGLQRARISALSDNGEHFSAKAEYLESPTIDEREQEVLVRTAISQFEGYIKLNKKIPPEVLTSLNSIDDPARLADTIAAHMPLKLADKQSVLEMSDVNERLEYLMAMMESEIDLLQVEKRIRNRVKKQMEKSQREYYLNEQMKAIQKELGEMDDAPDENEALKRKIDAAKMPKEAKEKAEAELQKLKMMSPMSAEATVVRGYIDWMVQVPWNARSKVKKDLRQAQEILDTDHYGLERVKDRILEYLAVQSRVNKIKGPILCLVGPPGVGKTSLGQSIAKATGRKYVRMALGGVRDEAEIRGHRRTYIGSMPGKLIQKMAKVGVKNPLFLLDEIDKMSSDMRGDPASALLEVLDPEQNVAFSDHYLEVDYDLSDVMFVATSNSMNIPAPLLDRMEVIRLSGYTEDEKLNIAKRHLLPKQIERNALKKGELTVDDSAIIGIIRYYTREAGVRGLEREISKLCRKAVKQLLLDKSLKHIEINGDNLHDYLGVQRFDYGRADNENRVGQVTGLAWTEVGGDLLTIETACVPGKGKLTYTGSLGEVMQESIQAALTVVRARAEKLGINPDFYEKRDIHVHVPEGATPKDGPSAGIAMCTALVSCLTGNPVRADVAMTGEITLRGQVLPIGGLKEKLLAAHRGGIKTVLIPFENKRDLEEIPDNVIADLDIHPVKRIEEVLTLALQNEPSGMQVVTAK
# FAS-TE inh: blocks the thioesterase domain of human fatty acid synthase | recombinant FAS-TE, OMFH fluorogenic substrate, fluorescence endpoint | inhibition, % at 15 µM | P49327 | AID 602261 | 0.67% of 360,000 active;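 active means compounds whose normalised, plate-corrected inhibition of enzyme fluorescence in the single-dose primary screen is 50% or more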;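 further: 0% = DMSO with enzyme and 100% = substrate without enzyme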
# The depositor's hits bear a star; i = inactive; x = no result given.
no.	structure	PABP1 MLLE inh	bovine MsrA act	FAS-TE inh	Rin1 Abl inh	CendR NRP1 mod
1	O=C(CSc1nc2scc(-c3ccccc3)c2c(=O)[nH]1)Nc1ccccc1	-22	-1	1	-2	7
2	CC1CCCN(S(=O)(=O)c2ccc(NC(=O)Cn3nnc(-c4ccccc4F)n3)cc2)C1 (stereo not drawn)	1	-1	31	2	-2
3	CCOC(=O)c1sc(=S)n(-c2ccc(OC)cc2)c1N	7	-3	2	-4	-2
4	CC(C)(C)n1nc2c(c1NC(=O)c1ccc(S(=O)(=O)N3CCCCC3)cc1)CS(=O)C2 (stereo not drawn)	-23	-1	-1	-5	1
5	CC(OC(=O)c1cnccn1)C(=O)c1ccccc1 (stereo not drawn)	-12	-6	-3	-1	13
6	O=C1NC(=O)C2(CCC(C(=O)O)C2)N1 (stereo not drawn)	0	-2	-8	2	-2
7	COc1ccc(N(CC(=O)NC2CCS(=O)(=O)C2)S(=O)(=O)c2ccc(Cl)c(Cl)c2)cc1 (stereo not drawn)	2	-2	7	2	10
8	O=C(N/N=C/c1ccco1)c1cccc(NC(=O)c2ccccc2Cl)c1	1	-2	-6	1	-3
9	O=C(O)C1=C[C@@H](c2ccc(Br)cc2)C[C@@H](OCc2ccc(CO)cc2)O1	0	-6	-6	-2	1
10	COC(=O)Nc1ccc(S(=O)(=O)N2CCCCC2C(=O)O)cc1 (stereo not drawn)	13	-3	-6	1	10
11	C#CCOn1c(-n2nc(C)cc2C)nc2ccccc2c1=O	-7	-1	-3	1	14
12	Cc1ccc(C(=O)N2CCCC(CCC(=O)N3CCN(c4ccccn4)CC3)C2)s1 (stereo not drawn)	9	-3	-1	3	-7

no.	SKN-1 block	Neddyl block	MT1-MMP act inh	E coli Lon inh
1	-1	i	4	4
2	6	i	6	3
3	16	i	0	4
4	-4	i	-1	-2
5	-6	i	2	5
6	14	i	0	-7
7	-2	i	-7	-3
8	6	i	1	8
9	13	i	-3	1
10	-2	i	-1	0
11	21	i	1	-3
12	-12	i	2	1

# Other records follow.
no.	structure	PABP1 MLLE inh	bovine MsrA act	FAS-TE inh	Rin1 Abl inh	CendR NRP1 mod
13	COc1ccc(CNC(=O)C2=C(C)C(=O)OC23CCC(C)CC3)cc1 (stereo not drawn)	0	-2	1	7.4*	-7
14	Fc1ccc(NC(=S)NCCc2ccc(Cl)cc2)cc1	2	-11	8	1	-11
15	COc1ccc(OCC(=O)Nc2ccc(N3CCC(C)CC3)cc2)cc1	16	-1	-1	0	-11
16	COc1ccccc1-n1c(SCC(=O)O)nc2c(sc(=S)n2-c2ccccc2C)c1=O	18	-4	-10	0	4
17	CCOc1ccc(C2/C(=C(/O)c3ccc4c(c3)CC(C)O4)C(=O)C(=O)N2CCCn2ccnc2)cc1 (stereo not drawn)	8	-8	-5	0	-1
18	CC(C)Cn1nc(NC(=O)C2CCCO2)c2cc3ccccc3nc21 (stereo not drawn)	11	-4	1	-1	22
19	COc1cccc(NC(=S)N2CCCC2c2ccc(OC)c(OC)c2)c1 (stereo not drawn)	-135	-4	1	-4	-5
20	CCN1C(=O)/C(=C/C=C2/CCCN2C)OC1=S	-90	-5	-9	-8	-43
21	O=Cc1nc(-c2ccccc2Cl)n2ccccc12	-3	-5	-6	1	-8
22	O=C(CCNC(=O)c1ccccc1Cl)NCc1cccnc1	-30	-2	-5	0	5
23	Cc1cc(C)c2c(CN3CCN(Cc4ccccc4)CC3)cc(=O)oc2c1C	-1	-2	10	2	-3
24	Cc1ccc(/C=N/NC(=O)CSc2nc3ccccc3s2)o1	15	-1	-4	0	2

no.	SKN-1 block	Neddyl block	MT1-MMP act inh	E coli Lon inh
13	-19	i	0	-12
14	6	i	7	-2
15	4	i	6	5
16	12	i	-2	-1
17	14	i	0	1
18	11	x	6	-8
19	-10	i	4	-7
20	5	i	-92	-154
21	-4	i	-6	0
22	-2	i	4	-7
23	-2	i	4	-11
24	-14	i	-1	-14

# Next records.
no.	structure	PABP1 MLLE inh	bovine MsrA act	FAS-TE inh	Rin1 Abl inh	CendR NRP1 mod
25	O=C(NNC(=O)c1ccco1)c1cccc([N+](=O)[O-])c1	-9	0	0	4	-2
26	CCOC(=O)[C@@H]1[C@H]2COc3ccccc3[C@@H]2N2C(=O)N(c3ccc(Cl)cc3)C(=O)[C@@]12C	4	-5	12	4	-3
27	N#Cc1c(NC(=O)CSc2n[nH]c(N)n2)oc(-c2ccccc2)c1-c1ccccc1	1	-6	-205	3	14
28	COc1ccc(NC(=O)CN2CCN(c3ccc(C)cc3C)CC2)cc1	-8	-2	9	-1	-4
29	Cc1csc(/C(=N\O)c2csc(C)n2)n1	-9	-8	-16	4	-2
30	CC1(C)Cc2ccccc2-c2nc3n(c(=O)c21)CCCS3	11	-6	7	5	-12
31	O=C(COC(=O)c1cccc(S(=O)(=O)N2CCc3ccccc32)c1)Nc1ncc(C(F)(F)F)cc1Cl	-9	-8	40	-2	-10
32	COc1ccc(CN(C)C(=O)C2CSC3(C)CCC(=O)N23)cc1 (stereo not drawn)	1	7	-9	3	-9
33	O=C1C(Cc2c[nH]c3ccccc23)NC(=S)N1Cc1ccccc1 (stereo not drawn)	-74	2	6	-2	4
34	CCOc1ccccc1N1CC(C(=O)NC2CCCCCC2)CC1=O (stereo not drawn)	-3	-6	-7	4	11
35	O=C(Nc1ccc(Cl)c(S(=O)(=O)N2CCCCC2)c1)C1=COCCO1	-54	-9	4	3	4
36	COc1ccc(C2/C=C\CN(CC3CC3)CC(=O)N2Cc2ccc(F)cc2)cc1 (stereo not drawn)	-1	1	1	4	14

no.	SKN-1 block	Neddyl block	MT1-MMP act inh	E coli Lon inh
25	-2	i	3	9
26	14	i	1	2
27	4	i	0	-4
28	-1	i	-1	-7
29	-4	i	5	3
30	12	i	0	0
31	3	i	1	-2
32	-15	i	3	-3
33	3	i	0	0
34	-8	i	0	-5
35	-10	i	11	-1
36	8	i	8	1

# (further entries)
no.	structure	PABP1 MLLE inh	bovine MsrA act	FAS-TE inh	Rin1 Abl inh	CendR NRP1 mod
37	CCCN(CCC)CCCNC(=O)c1cn(C)c2ccc(S(=O)(=O)N(C)C3CCCCC3)cc2c1=O	10	-1	4	-1	-3
38	O=C(N/N=C/c1cn(-c2ccccc2)nc1-c1cccs1)c1ccc(Cl)cc1	4	0	29	-2	-5
39	COCCCNC(=O)/C=C/[C@H]1O[C@@H](n2cnc3c(NC(=O)c4ccccc4)ncnc32)[C@H](O)[C@@H]1O	7	-1	-11	2	-1
40	CC1CC(C)CN(c2ccc(-n3cnnn3)cc2[N+](=O)[O-])C1 (stereo not drawn)	2	0	0	-5	5
41	COC(=O)COc1cc(OCC(=O)OC)c2c(-c3ccccc3)cc(=O)oc2c1	-13	-3	-2	-2	10
42	O=C(NCc1ccccc1)c1cccc(COc2ccc(Cl)cc2)c1	-5	2	20	-3	16
43	Cc1ccc(C(=O)N/N=C/c2nc3ccccc3n2C)cc1	-8	-5	2	1	-12
44	COC(=O)CNC(=O)c1cccs1	3	-5	-11	-6	12
45	COCCn1c(=O)c2c(nc3n2CCCN3Cc2ccccc2)n(C)c1=O	13	-3	-2	1	2
46	O=C(Nc1ccc(S(=O)(=O)N2CCCC2)cc1)C1CC(=O)N(c2ccccc2)C1 (stereo not drawn)	-135	1	-2	4	-24
47	N#C/C(=C(/O)COC(=O)Cc1c[nH]c2ccccc12)c1nc2ccccc2[nH]1	-35	-11	-5	1	-32
48	COc1ccc(-c2noc(C3CCCN(C(=O)c4c(F)cccc4F)C3)n2)cc1OC (stereo not drawn)	-4	-9	-5	-3	11

no.	SKN-1 block	Neddyl block	MT1-MMP act inh	E coli Lon inh
37	7	i	-2	7
38	3	i	-4	2
39	8	i	1	-11
40	-10	i	6	-5
41	14	i	-1	3
42	-1	i	13	-7
43	6	i	9	-2
44	-1	i	-3	0
45	13	i	1	0
46	-5	i	0	-6
47	-12	i	-15	-21
48	-13	i	2	-14

# An excerpt from above in order of length of the SMILES, largest number first:
no.	structure	PABP1 MLLE inh	bovine MsrA act	FAS-TE inh	Rin1 Abl inh	CendR NRP1 mod
16	COc1ccccc1-n1c(SCC(=O)O)nc2c(sc(=S)n2-c2ccccc2C)c1=O	18	-4	-10	0	4
12	Cc1ccc(C(=O)N2CCCC(CCC(=O)N3CCN(c4ccccn4)CC3)C2)s1 (stereo not drawn)	9	-3	-1	3	-7
34	CCOc1ccccc1N1CC(C(=O)NC2CCCCCC2)CC1=O (stereo not drawn)	-3	-6	-7	4	11
22	O=C(CCNC(=O)c1ccccc1Cl)NCc1cccnc1	-30	-2	-5	0	5

no.	SKN-1 block	Neddyl block	MT1-MMP act inh	E coli Lon inh
16	12	i	-2	-1
12	-12	i	2	1
34	-8	i	0	-5
22	-2	i	4	-7

# The list continues.
no.	structure	PABP1 MLLE inh	bovine MsrA act	FAS-TE inh	Rin1 Abl inh	CendR NRP1 mod
49	CCC(C)NC(=O)Nc1ccc2c(c1)N(C)C(=O)c1ccccc1S2 (stereo not drawn)	-1	-13	0	0	0
50	Cc1cc2c(cc1S(=O)(=O)N1CCN(c3cccc(C(F)(F)F)c3)CC1)OCC(=O)N2	8	-3	6	4	7
51	COc1ccc(CCNC(=O)CCC(=O)N2CCOc3ccc(C)cc32)cc1OC	-14	-7	-7	-1	2
52	CC(Nc1ccc(Br)cc1)C(=O)Nc1cccc(S(=O)(=O)N2CCOCC2)c1 (stereo not drawn)	-4	-3	12	0	-7
53	COc1cn(-c2ccccc2)nc1C(=O)OCC(=O)Nc1ccc(C)c(C)c1	-3	-6	-3	0	-10
54	CCOCCCNC(=O)C1(O)c2cc(Br)ccc2NC(=O)N1c1ccc(C)c(C)c1 (stereo not drawn)	15	-4	-7	0	0
55	Cc1ccc(S(=O)(=O)N2CCOCC2)cc1NC(=O)COC(=O)CNC(=O)c1ccc(Cl)cc1Cl	-7	-4	-2	3	-12
56	Cc1cc(C)n2nc(N)c(N=Nc3cccc(Cl)c3)c2n1	7	-3	-2	-2	12
57	Cc1cc(C)nc(NC(=NCCc2c[nH]c3ccccc23)NC(=O)Nc2ccccc2)n1	-7	-3	23	0	3
58	Cc1ccc(C(=O)OCC(=O)N2c3ccccc3NC(=O)C2(C)C)cc1S(=O)(=O)N1CCCCC1	-8	-3	15	-3	-8

no.	SKN-1 block	Neddyl block	MT1-MMP act inh	E coli Lon inh
49	3	i	1	0
50	0	i	0	-6
51	-6	i	2	-2
52	-2	i	5	-8
53	-13	i	2	-6
54	-7	i	0	4
55	0	i	-3	-10
56	13	i	3	-10
57	-2	i	0	-8
58	-9	i	-7	-5

# Single records, from the list above:
# `CCOCCCNC(=O)C1(O)c2cc(Br)ccc2NC(=O)N1c1ccc(C)c(C)c1` (stereo not drawn) reads PABP1 MLLE inh = 15; bovine MsrA act = -4; FAS-TE inh = -7; Rin1 Abl inh = 0; CendR NRP1 mod = 0; SKN-1 block = -7; Neddyl block = i; MT1-MMP act inh = 0; E coli Lon inh = 4
# `CC(Nc1ccc(Br)cc1)C(=O)Nc1cccc(S(=O)(=O)N2CCOCC2)c1` (stereo not drawn) reads PABP1 MLLE inh = -4; bovine MsrA act = -3; FAS-TE inh = 12; Rin1 Abl inh = 0; CendR NRP1 mod = -7; SKN-1 block = -2; Neddyl block = i; MT1-MMP act inh = 5; E coli Lon inh = -8
